Assay outcomes deposited in PubChem BioAssay by several laboratories.
Yfh1-off respiration – mitochondrial function rescue without frataxin homolog – Friedreich's ataxia, plus single-dose screen, dose response (AID 1465) | S. cerevisiae Yfh1-off respiration, WST-1 reduction, 72 h; higher fold induction means a stronger effect | fold induction at 50 µM; hits with a dose series show EC50 in µM | actives 0.074% (n = 220,000);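 active = fold induction of absorbance versus untreated yeast above a set limit, then at least 30% activation at any dose in follow-up; inconclusive = repeats straddling the limit, or above it without dose testing; inactive = fold induction below the set limit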;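 note: activators that raise dye reduction in frataxin-depleted yeast; strong numbers were not always called active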
West Nile antiviral – inhibition of WNV-induced cytopathic effect – cell-based, CPE readout (AID 1621). one-dose CPE inhibition, % at 10 µM; IC50 in µM for titrated hits. actives 0.02% (n = 290,000). West Nile virus-infected cells, CPE inhibition; higher % means a stronger effect; in the data active = a potency from the dose series; inconclusive = CPE inhibition mostly from about 3.7% at the one dose, without a potency; inactive = the rest, 99 in 100 with CPE inhibition below about 2.2%; note: strong numbers were not always called active
Dengue-2 NS5 capping – flavivirus cap methylation enzyme inhibition – biochemical, confirmation dose response, primary screen (AID 588689); actives 0.3% (n = 340,000); inhibition, % at 25 µM, or IC50 in µM where a hit was titrated; Dengue-2 NS5 methyltransferase capping enzyme assay, biochemical; higher % means a stronger effect; in the data active = a potency from the dose series; inconclusive = inhibition above about 29% without an active follow-up result
KOR beta-arrestin-1 – KOR antagonists, beta-arrestin recruitment, cell-based, luminescence, uHTS (AID 1778); KOR beta-arrestin recruitment, luminescence, antagonist mode; higher % means a stronger effect; one-dose inhibition, % at 10 µM; IC50 in µM for titrated hits; actives 0.091% (n = 290,000); note: strong numbers were not always called active
KOR beta-arrestin-2 – KOR agonists, beta-arrestin recruitment, primary screen, cell-based, luminescence, uHTS (AID 1777) | activation, % at 10 µM, or EC50 in µM where a hit was titrated | KOR beta-arrestin recruitment, luminescence; higher % means a stronger effect | actives 0.02% (n = 280,000); in the data active = activation above about 50%, passing the limit was not always enough; note: a part of the inactive calls stands beside numbers as strong as those of hits
HIV peptide binding – cell-free HIV fusion peptide-binding blockers – biochemical, uHTS, fluorescence dequenching, primary screen (AID 1986); cell-free peptide binding, fluorescence dequenching, 30 min; higher % means a stronger effect; inhibition, % at 20 µM; hits with a dose series show IC50 in µM; actives 0.3% (n = 290,000); in the data active = inhibition mostly above about 52%, no sharp cut-off; inactive = mostly below about 76%; note: some results filed as inactive read as strong as hits
AID2073 – inhibitors of Mint1-CaV2.2 protein interaction, biochemical, HTRF (AID 2073). HTRF protein-protein interaction, Mint1-CaV2.2; higher % means a stronger effect. inhibition, % at 20 µM, or IC50 in µM where a hit was titrated. actives 0.19% (n = 290,000); in the data active = inhibition mostly above about 51%, no sharp cut-off; inconclusive = no clear call, values can overlap the other calls; inactive = mostly below about 53%; note: some results filed as inactive read as strong as hits
NOD1 inhibition – inhibition of NOD1-driven NF-kB reporter – cell-based, luminescence, uHTS, primary screen (AID 1578); actives 1% (n = 290,000); NOD1-driven NF-kB luciferase reporter cells, luminescence; higher % means a stronger effect; inhibition, % at 4 µM, or EC50 in µM where a hit was titrated; in the data active = inhibition mostly above about 36%, no sharp cut-off; inactive = mostly below about 34%;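 note: HEK-293T reporter cells stimulated with the NOD1 agonist gamma-tri-DAP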
NOD2 inhibition – NOD2 signaling inhibitors, cell-based, luminescence, uHTS, HEK293 (AID 1566); HEK293 NOD2/NF-kB luciferase reporter, luminescence; higher % means a stronger effect; inhibition, % at 4 µM; hits with a dose series show EC50 in µM; actives 0.63% (n = 290,000); note: many of its hits are not listed in these tables
Dengue-2 NS5 capping pilot replicate – second read-out of Dengue-2 NS5 capping, no call of its own (marks repeat the call); inhibition, %; measured here: pilot screen replicate inhibition
* marks the source's active call; other numbers are inactive results; i = inactive; ? = inconclusive; / = not tested or not shown; [ ] = remark or other dose. Cut-off read from the data, not from the text of the source, unless noted: active = inhibition above about 50%; inactive = the rest. Not all compounds are listed. The share of hits here may be higher or lower than overall.

SMILES	Yfh1-off respiration	West Nile antiviral	Dengue-2 NS5 capping	KOR beta-arrestin-1	KOR beta-arrestin-2	HIV peptide binding	AID2073	NOD1 inhibition	NOD2 inhibition	others
COCCCNC(=O)/C=C1\Sc2ccccc2N(Cc2ccccc2F)C1=O	i	0.4%	-7%	5%	-3.0%	0.2%	12%	9%	2%
Cc1ccc(/C=c2\sc3n(c2=O)CN(c2cccc(Br)c2)CN=3)o1	i	-0.1%	2%	2%	1.4%	4.0%	36%	22%	-12%
O=C(O)CC1(CC(=O)N2CCN(CCO)CC2)CCCC1	i	0.0%	-8%	-11%	0.1%	-1.4%	7%	-20%	4%
Cc1ccc(C)c(S(=O)(=O)N2CCCOC2CNC(=O)C(=O)NCCCn2ccnc2)c1 (configuration not stated)	i	-0.3%	-2%	-4%	-3.2%	-1.8%	2%	11%	-1%
CCCC(=O)NCc1ccccc1Cl	i	-0.3%	-5%	5%[20 µM]	-3.2%	-0.3%	5%	-29%	7%
CC(C)(C)NC(=O)COc1ccc(CNCCc2ccccc2)cc1	i	-1.0%	5%	27%[20 µM]	-3.2%	-0.7%	-5%	-28%	0%
CC(=O)NCC(=O)OCC(=O)c1ccc(Cl)cc1	i	-0.1%	-5%	-12%	-2.0%	-0.4%	-6%	-23%	-5%
COc1cccc(NC(=S)N(Cc2ccc(C)cc2)Cc2ccccn2)c1	i	-1.1%	1%	10%	0.2%	-1.9%	-17%	-26%	4%
CCc1[nH]nc2c1C(c1ccncc1)C(C#N)=C(N)O2 (configuration not stated)	i	0.5%	-1%	24%	-4.8%	-1.6%	-1%	0%	-2%
Cc1ccc(NC2c3ncccc3C(=O)N2C2CCCCC2)cc1C (configuration not stated)	i	-0.6%	2%	-14%	2.0%	1.9%	-1%	-22%	0%
Cc1cc(C)n2nc(/C(C#N)=C/c3ccccc3)c(C#N)c2n1	i	0.2%	1%	-44%	4.2%	1.0%	6%	-72%	-15%
O=C(N/N=C/c1ccncc1)c1cnccn1	i	0.5%	20%	-4%	-0.6%	1.8%	1%	2%	8%
CS(=O)(=O)N1CCC(C(=O)Nc2c(F)cccc2F)CC1	i	-0.1%	-6%	27%	-2.4%	-0.3%	-1%	-5%	0%
CCCCNc1n[n+](C)c(-c2cccc(C)c2)s1	i	0.1%	/	11%	2.1%	-2.1%	-12%	5%	14%
S=C(NC1CCCC1)N1CCN(c2ccccn2)CC1	i	0.6%	-3%	-4%	-4.7%	0.2%	-15%	0%	8%
COc1ccc(NC(=O)CN2CCN(c3ccccn3)CC2)cc1Cl	/	-0.3%	3%	-32%	7.6%	-1.4%	-10%	-3%	0%
CCCCCCCC(=O)NNC(=O)c1c(O)c2ccccc2n(CCC)c1=O	i	-1.6%	-4%	-46%	4.8%	1.8%	18%	-32%	9%
CC(C)CCOc1cccc(OCC(=O)Nc2ccncc2)c1	/	0.1%	-5%	-21%	4.3%	-1.3%	24%	34%	60%*
CC(=O)Nc1cccc(/C(C)=N/NC(=O)c2ccc3c(c2)OCO3)c1	i	-0.2%	-1%	21%	-5.6%	-2.2%	-12%	-38%	-38%
COC(=O)/C=C/C(=O)Nc1cccnc1	i	0.3%	-5%	12%	-4.8%	0.0%	3%	-42%	-1%
COc1ccc(OC)c(C(c2nnnn2Cc2ccccc2)N2CCN(C)CC2)c1 (configuration not stated)	i	-0.1%	-6%	28%	20%	-0.1%	1%	-10%	7%
COc1cc(S(=O)(=O)Nc2cccc(C)c2)ccc1NC(=O)c1ccncc1	i	-0.9%	-1%	-19%	0.4%	-0.4%	-8%	-2%	11%
CC(NC(=O)N(Cc1ccccc1)Cc1ccc2c(c1)OCO2)(C(F)(F)F)C(F)(F)F	i	-0.7%	0%	2%	0.8%	-0.8%	-4%	21%	2%
O=C(CCCN1C(=O)C2CCCCN2C1=O)N1CCN(c2ccc([N+](=O)[O-])cc2)CC1 (configuration not stated)	?	-0.5%	-3%	-23%	-1.0%	2.2%	14%	7%	18%
COc1ccc2[nH]c(=O)c(CNc3ccccc3)cc2c1	i	0.3%	-5%	-15%	0.4%	1.4%	6%	-115%	-86%
COc1ccc(CC(=O)OCC(=O)Nc2ncc(Cl)cc2Cl)cc1	i	0.1%	/	3%	3.9%	-4.9%	4%	3%	16%
O=[N+]([O-])c1ccc(/C=C/c2ccc3cccc([N+](=O)[O-])c3n2)cc1	i	-0.1%	7%	6%	2.2%	-2.8%	0%	-10%	-18%
COc1ccc(NC(=O)C2CCCN2C(=O)NC2CCCCC2)cc1 (configuration not stated)	/	-0.2%	-4%	-25%	-4.6%	1.4%	3%	-3%	-13%
Cc1ccc(NC(=O)C2CCC(CNC(=O)[C@@H]3Cc4ccccc4CN3)CC2)cc1 (some centres not stated)	/	-0.3%	4%	6%	5.3%	1.3%	9%	-2%	9%
Cc1cc(C(=O)NCCN2CCOCC2)ccc1[N+](=O)[O-]	i	0.0%	/	-27%	-5.8%	-0.9%	0%	-36%	-10%
Cc1ccc(-c2csc(/C(C#N)=C(\O)CN3CCN(C(=O)c4ccco4)CC3)n2)cc1	i	-0.3%	17%	-7%	0.3%	38%	-9%	-1%	23%
Cc1cc(-c2nnc(CCC(=O)NC(C)(C)C34CC5CC(CC(C5)C3)C4)o2)no1	/	0.5%	-9%	-42%	-0.2%	3.0%	-2%	-18%	10%
COc1ccc(N(CC(=O)Nc2ccc(S(=O)(=O)N3CCCCC3)cc2)S(C)(=O)=O)cc1OC	i	-0.4%	1%	38%	-2.5%	4.6%	18%	29%	7%
c1ccc(C2(CNc3ccccn3)CCCC2)cc1	i	-0.3%	-4%	14%	-1.1%	-0.3%	11%	7%	10%
CCc1nnc(-n2nc(C)cc2-c2ccccc2)n1N	i	0.3%	-2%	46%	-1.0%	2.3%	-3%	-22%	15%
COc1ccccc1NC(=O)Nc1ccc2[nH]c(=O)[nH]c2c1	i	-0.1%	15%	-16%[20 µM]	-6.5%	0.4%	-2%	-28%	5%
CC(C)Nc1nc(-c2ccccn2)nc(-c2ccccc2)c1C#N	i	-0.7%	9%	8%	-2.0%	-0.3%	4%	-23%	0%
CCOc1cc2c3c(c1)C1(Nc4ccccc4S1)C(=O)N3C(C)(C)CC2C (configuration not stated)	i	2.8%	-1%	-8%	-4.2%	1.1%	11%	18%	8%
CC1(C)Cc2ccccc2-c2nnc(-c3ccco3)n21	i	-0.1%	-8%	-23%	/	-2.9%	11%	16%	-8%
Cn1c(CC(=O)Nc2ccccc2F)nnc1SCC(=O)Nc1ccccc1Br	/	-0.3%	2%	-19%	3.5%	-1.0%	8%	-32%	10%
COc1ccc(NS(=O)(=O)c2ccc3oc(=O)c4[nH]c(=O)c(=O)n(C)c4c3c2)cc1	/	0.5%	0%	-30%	-1.7%	2.2%	6%	-15%	16%
CCOC(=O)c1cnn(-c2ccccc2)c1NC(=O)c1ccc(C)cc1	i	-0.8%	7%	0%	4.2%	1.4%	-2%	-33%	-8%	Dengue-2 NS5 capping pilot replicate=-0.3
COC(=O)c1cn(NC(=O)Cc2ccccc2Br)c(=O)c2ccccc12	i	0.6%	4%	8%	-2.0%	-1.5%	?	21%	14%
O=C(COc1ccc(/C=N/NC(=O)c2ccccc2O)cc1)Nc1ccccc1	i	-0.1%	-2%	-14%	-1.9%	-2.2%	58%	-28%	-14%
COc1ccc(-n2ncc3c2CC(C)(C)CC3NC(=O)CCCN2CCCC2=O)cc1 (configuration not stated)	/	-0.6%	-1%	2%	-7.2%	-1.1%	11%	0%	-2%
COc1ccc(NC(=S)N2CCC(C(=O)c3ccc(F)cc3)CC2)c(OC)c1	i	-0.7%	-10%	-29%	3.8%	-2.3%	-11%	37%	-8%
O=C(O)c1occc1CSc1ccccc1	/	-0.1%	5%	-27%	-1.0%	6.5%	3%	-54%	5%
O=C(c1ccc(Cl)c(S(=O)(=O)N2CCOCC2)c1)N1CCN(c2ccccc2F)CC1	/	-0.8%	-3%	-22%	4.5%	2.0%	-9%	-20%	8%
COCCn1c(=O)[nH]c2cc(C(=O)NCc3ccccc3)ccc2c1=O	i	-1.4%	0%	-11%	-5.4%	1.5%	3%	-24%	7%
COC(=O)[C@H]1CCCN1C(=O)Nc1cccc(Oc2c(F)c(F)c(F)c(F)c2F)c1	/	/	-5%	24%	-3.3%	-1.0%	-6%	-21%	7%
CCC(C)[C@H](NC(=O)NCc1cccnc1)C(=O)OC (some centres not stated)	i	-0.1%	5%	-15%	2.6%	1.2%	2%	-11%	1%
Cc1nn(C)c(NC(=O)c2ccc(Cl)cc2)c1Cl	/	0.3%	0%	-14%	7.8%	3.2%	-4%	-16%	4%
COc1cccc(OCC(=O)O)c1	i	0.2%	8%	-18%	-1.6%	0.0%	-13%	-23%	2%
CCc1ccc(-c2cc(C(=O)NCCCn3ccnc3)c3ccccc3n2)s1	i	-0.5%	/	-18%[20 µM]	-14%	5.9%	?	-29%	-38%
Cc1cc2cc(CN(Cc3cccs3)C(=S)NCC3CCCO3)c(=O)[nH]c2cc1C (configuration not stated)	i	-1.1%	-8%	31%	21%	1.3%	20%	-26%	-9%
COc1cc(NS(=O)(=O)c2ccc(F)cc2)c(OC)cc1NC(=O)C1CC1	i	-0.3%	/	-12%	0.9%	-3.3%	5%	-10%	18%
O=C(CSc1cn(Cc2ccccc2)c2ccccc12)NCc1ccc(F)cc1	i	-0.4%	-3%	-25%	2.1%	-1.2%	1%	-18%	-5%
O=C(Cn1cncn1)N/N=C/c1ccncc1	i	-0.3%	-2%	-4%	9.8%	-1.7%	19%	4%	-4%
COC(=O)c1cccc(NC(=O)CCNC(=O)c2ccco2)c1	/	-0.2%	-7%	-28%	0.4%	0.6%	0%	-20%	-6%
CC(C)CCN(C)C1CCN(S(=O)(=O)c2ccc(F)cc2)CC1	i	0.2%	-6%	-2%	-2.3%	-0.4%	-1%	-23%	2%

Remaining list, next part
SMILES	Yfh1-off respiration	West Nile antiviral	Dengue-2 NS5 capping	KOR beta-arrestin-1	KOR beta-arrestin-2	HIV peptide binding	AID2073	NOD1 inhibition	NOD2 inhibition	others
C/C(=N/NC(=O)CNC(=O)C(c1ccccc1)c1ccccc1)c1ccco1	i	0.3%	-5%	-14%	3.0%	-0.9%	-7%	-10%	-4%
CC1(C)Cc2noc(N)c2C(C)(C)N1O	i	-0.2%	7%	-21%	7.0%	9.1%	-8%	-25%	0%
COCc1cc(=O)n2[nH]cc(-c3ccsc3)c2n1	/	0.1%	3%	-24%	-0.8%	0.3%	16%	-2%	7%
O=C(c1ccco1)N1CCN(S(=O)(=O)c2cccc3nsnc23)CC1	i	-0.2%	-7%	-21%	0.7%	-0.2%	-1%	-17%	9%

2 compounds picked at random from the list so far, as already listed:
SMILES	Yfh1-off respiration	West Nile antiviral	Dengue-2 NS5 capping	KOR beta-arrestin-1	KOR beta-arrestin-2	HIV peptide binding	AID2073	NOD1 inhibition	NOD2 inhibition	others
CCc1ccc(-c2cc(C(=O)NCCCn3ccnc3)c3ccccc3n2)s1	i	-0.5%	/	-18%[20 µM]	-14%	5.9%	?	-29%	-38%
CC(=O)Nc1cccc(/C(C)=N/NC(=O)c2ccc3c(c2)OCO3)c1	i	-0.2%	-1%	21%	-5.6%	-2.2%	-12%	-38%	-38%
